Source: PubChem BioAssay (National Center for Advancing Translational Sciences (NCATS))
GLP1R ag = qHTS of GLP-1 Receptor Agonists | Glucagon-like peptide 1 receptor (Homo sapiens), P43220 | HEK293 GLP-1R CRE-luciferase, luminescence, 4-6 h; cells express a hypersensitive GLP-1R form | Potency, µM (highest dose often 45.6 µM), for the others: at the highest dose activation, usual class: activators | actives 0.007% (n = 380,000) | AID 624172, 2012; also: potency is read from the fitted curve at half-maximal effect; % of control where 0% means no effect
Target sequence (P43220 whole entry, looked up): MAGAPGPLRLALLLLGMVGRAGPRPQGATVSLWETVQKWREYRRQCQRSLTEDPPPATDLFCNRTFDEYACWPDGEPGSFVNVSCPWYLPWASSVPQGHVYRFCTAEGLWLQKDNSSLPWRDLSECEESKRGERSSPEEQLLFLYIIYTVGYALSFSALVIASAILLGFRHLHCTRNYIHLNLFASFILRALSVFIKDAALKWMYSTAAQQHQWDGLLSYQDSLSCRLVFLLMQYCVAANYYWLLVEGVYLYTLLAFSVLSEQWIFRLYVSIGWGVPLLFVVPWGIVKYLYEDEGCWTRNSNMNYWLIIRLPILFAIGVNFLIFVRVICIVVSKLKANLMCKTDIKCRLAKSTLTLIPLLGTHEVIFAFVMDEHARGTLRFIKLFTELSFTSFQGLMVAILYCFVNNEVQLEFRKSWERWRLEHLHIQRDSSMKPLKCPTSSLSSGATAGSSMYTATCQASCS
WRN inhibitor = qHTS for Inhibitors of WRN Helicase. Bifunctional 3'-5' exonuclease/ATP-dependent helicase WRN (Homo sapiens), Q14191. WRN helicase unwinding, fluorescent forked duplex, kinetic. Potency, µM (doses to about 114 µM), for inactives: at the highest dose activity change, negative = inhibition, usual class: inhibitors. actives 0.46% (n = 360,000); also: potency is read from the fitted curve at half-maximal effect; % is scaled to controls: 0 for no effect and ±100 for the full control effect; nearly all actives have a fitted effect of over 55% in size
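Kinetic red-fluorescence monitoring (525/598 nm) tracks WRN helicase activity after 100 nM fluorophore-quencher forked duplex and 2 mM ATP are added to 20 nM enzyme pretreated 15 min at room temperature with compound.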
GLP-1R inv ag = qHTS of GLP-1 Receptor Inverse Agonists (Inhibition Mode). HEK293 GLP-1R CRE-luciferase, luminescence, 24 h; GLP-1R form is constitutively active. Glucagon-like peptide 1 receptor (Homo sapiens), P43220. actives 1.6% (n = 410,000). Potency, µM (series often up to 38.3 µM), for inactives: at the highest dose activity change, negative = inhibition, usual class: inhibitors; also: potency is read from the fitted curve at half-maximal effect; % is scaled to controls: 0 for no effect and ±100 for the full control effect; nearly all actives have a fitted effect of over 55% in size
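Cells are plated, allowed 12 hours at 37 deg C, then treated with compounds for 24 hr before luciferase detection reagent is added and luminescence is read after 12 min at room temperature. The HEK293 line carries constitutively active GLP-1R with a cAMP-responsive reporter.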
HEK293 tox = qHTS of GLP-1 Receptor Inverse Agonists: Cytotox Screen | HEK293 cAMP-luciferase reporter cells, luminescence, 24 h | Potency, µM (series often up to 38.3 µM), without a hit: at the highest dose activity change, negative = inhibition, most hits filed as inhibitors | actives 0.13% (n = 410,000);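 also: loss of luciferase light is scored as toxicity; potency is read from the fitted curve at half-maximal effect; % is scaled to controls: 0 for no effect and ±100 for the full control effect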
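1536-well qHTS counterscreen of the MLSMR; 200 cells/uL, 12 h pre-incubation, 23 nL cpd, 24 h at 37 deg C 5% CO2, luciferase detection reagent, 12 min RT, luminescence. Inhibition = undesired.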
IL-2 act = qHTS of IL-2 Activators. activation, % (series mostly up to about 46 µM). actives 0.065% (n = 360,000). IL-2 activation reporter assay, cell-based qHTS; stimulated with anti-CD3/CD4/CD28 beads; in transgenic mouse T cells; in the data active = activation above about 50%; inconclusive = mostly about 30% to 49%; also: 0% is about no effect
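Unstimulated transgenic mouse T cells preincubated 60 min with compound, then stimulated with anti-CD3/anti-CD4-coated beads plus anti-CD28 for 18 h at 37 degrees C. IL-2 response read as EGFP and DsRed fluorescence by plate cytometry.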
DRD3 antagonist = qHTS of D3 Dopamine Receptor Antagonist: qHTS | D3R cells, DiscoveRx beta-arrestin luminescence, antagonist mode; hits give low values | actives 2.5% (n = 360,000) | max response, negative = inhibition, %; in the data active = max response below about -50%; inconclusive = no clear call, values can overlap the other calls; also: % is scaled to controls: 0 for no effect and ±100 for the full control effect; mostly tested at two doses, the higher about 12 µM
Target sequence (P35462 whole entry, looked up): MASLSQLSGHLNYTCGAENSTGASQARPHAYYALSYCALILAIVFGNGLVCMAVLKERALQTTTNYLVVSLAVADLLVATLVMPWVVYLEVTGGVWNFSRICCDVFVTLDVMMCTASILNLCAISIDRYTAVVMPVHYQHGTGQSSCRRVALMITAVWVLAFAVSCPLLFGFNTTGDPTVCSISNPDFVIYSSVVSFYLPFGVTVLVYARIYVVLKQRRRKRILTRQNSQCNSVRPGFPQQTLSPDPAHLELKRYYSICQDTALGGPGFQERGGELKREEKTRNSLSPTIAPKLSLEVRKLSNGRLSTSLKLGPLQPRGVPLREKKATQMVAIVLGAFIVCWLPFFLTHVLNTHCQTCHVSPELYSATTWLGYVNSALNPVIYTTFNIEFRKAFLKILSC
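Cells plated overnight at 1500 cells/well, then exposed to library compounds with dopamine controls for 90 minutes at 37 degrees C. DiscoveRx reagent added for 30–60 minutes at room temperature; luminescence read, quantitative HTS format.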
PLK1 PBD block = qHTS for Inhibitors of PLK1-PDB (polo-like kinase 1 - polo-box domain): Primary Screen; Potency, µM, inactives show max response, negative = inhibition, usual class: inhibitors; Plk1 PBD binding of FITC phosphopeptide, fluorescence polarization; actives 2.8% (n = 360,000); also: potency is read from the fitted curve at half-maximal effect; series mostly up to about 57 µM; % is scaled to controls: 0 for no effect and ±100 for the full control effect; nearly all actives have a fitted effect of over 65% in size
PI5P4Ka inh = qHTS for Inhibitors of phosphatidylinositol 5-phosphate 4-kinase (PI5P4K); Phosphatidylinositol 5-phosphate 4-kinase type-2 alpha (Homo sapiens), P48426; PI5P4Kalpha enzyme, ADP-Glo luminescence, 60 min; hits give low values; max response, %; actives 1.2% (n = 330,000); AID 652105, 2013; active = max response of -50% or lower; inconclusive = between -30% and -50%; inactive = -30% or higher; also: value at the top dose of about 77 µM; % is scaled to controls: 0 for no effect and ±100 for the full control effect
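qHTS, 1536-well: enzyme/substrate mix, compound by pin tool, 5 microM ATP final; RT 60 min; ADP-Glo reagents 1 (45 min) then 2 (30 min); luminescence.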
DRD3 agonist = qHTS of D3 Dopamine Receptor Agonist: qHTS; AID 652048, 2013; D(3) dopamine receptor (Homo sapiens), P35462; actives 0.58% (n = 410,000); max activation, %; D3R DiscoveRx beta-arrestin cells, luminescence, 90 min; in the data active = max activation above about 30%; also: 0% is about no effect; mostly tested at two doses, the higher about 12 µM
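Cells at 1500/well, incubated overnight, then treated with pinned compounds (dopamine as control) for 90 min at 37 degrees C. DiscoveRx reagent added for 30 - 60 minutes at room temperature; luminescence read.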
The depositor's hits bear a star; u = inconclusive; x = not tested or not shown; & = joins results of further samples; [ ] = dose if it differs, or a comment. Unless noted, calls follow the shape of the dose curve; as a rule, active = well fitted curve in the direction sought with a large enough effect; inconclusive = small, poorly fitted or top-dose-only effect, or another doubt; inactive = no such curve, though single readings can be large; an effect the other way counts as inactive or inconclusive.

Structure	GLP1R ag	WRN inhibitor	GLP-1R inv ag	HEK293 tox	IL-2 act	DRD3 antagonist	PLK1 PBD block	PI5P4Ka inh	DRD3 agonist
C/C(=N\NC(=O)Cc1ccc(Cl)cc1)c1cccc(NC(=O)c2cccnc2)c1	1.2%	-3.7%	24.3%	-12.1%	-2.6	-13.1	-8.9%	-5.0	-15.5
CCOC(=O)c1ccc(NC(=O)C(=O)NCc2ccco2)cc1	7.4%	12.2%	-4.4%&6.0%	2.6%&-4.0%	-1.0	-9.5	-6.6%	-4.5	5.2&19.1
c1ccc2c(Nc3ccc4c(c3)OCCO4)c3c(nc2c1)CCC3	2.7%	-4.7%	u	-2.2%	-0.4	-3.2	u	-8.8	-5.1
CCc1ccc(N2C=C(C(=O)OC)C(c3ccc(OC)cc3)C(C#N)=C2N)cc1 (centres undefined)	x	-5.9%	u	-25.7%	-0.3	-10.8	2.1%	-1.1	-0.8
O=C(c1cc(-c2cccc(Cl)c2)on1)N1CCc2ccccc2C1	0.2%	-9.9%	-3.2%	u	0.5	-1.5	3.9%	6.7	-1.0
O=C1CS(=O)(=O)C2(C(=O)N(Cc3ccccc3)c3ccccc32)N1c1ccccc1 (centres undefined)	-6.5%	x	14.9%	-0.9%	x	x	x	x	1.0
Cc1cccc(OCC(=O)N(Cc2ccc(F)cc2)C2CCS(=O)(=O)C2)c1C (centres undefined)	9.2%	-3.0%	u	-14.3%	1.3	-3.5	-5.8%	2.2	0.1
Cc1ccc(CS(=O)(=O)CCC(=O)N2CCOCC2)cc1	3.5%	-9.0%	9.9%	7.3%	0.3	8.8	-6.0%	x	6.1
COc1ccc(C(CNc2ncnc3sccc23)N(C)C)cc1OC (centres undefined)	30.3%	2.3%	10.6%	-15.3%	-0.4	3.1	8.7%	-0.6	-8.9
C[C@H]1CN([C@@H](C)CO)C(=O)c2cc(NC(=O)NC3CCCCC3)ccc2O[C@H]1CN(C)C(=O)Nc1ccc(C(F)(F)F)cc1	-3.5%	-12.5%	1.9%	4.8%	3.6	26.2	-11.3%	11.4	0.9
CN(C)c1ccc(-c2csc(C(O)c3ccc(F)cc3)n2)cc1 (centres undefined)	16.4%	-5.0%	u	-1.1%	-0.5	17.5	-6.2%	1.7	7.9
COCCN(CCOC)Cc1c(C)[nH]c2c(C)c(C)ccc2c1=O	4.3%	-16.3%	27.9%	10.5%	-0.3	-20.0	1.0%	x	0.4

Structure	GLP1R ag	WRN inhibitor	GLP-1R inv ag	HEK293 tox	IL-2 act	DRD3 antagonist	PLK1 PBD block	PI5P4Ka inh	DRD3 agonist
CN1/C(=C\C(=O)c2cncc(Br)c2)C(C)(C)c2ccccc21	0.6%	-32.2%	9.5%	164.4%[activator]	-2.0	20.8	-4.3%	2.2	7.4
Cc1cc2nc3c(nc2cc1C)C1(C(=O)O)CCC3(C)C1(C)C (centres undefined)	-3.1%	-0.1%	-1.5%	-2.0%	0.3	12.7	-3.3%	6.2	0.5
O=C(O)c1cc2nc(C3CC3)cc(C(F)(F)F)n2n1	-1.9%	-0.6%	5.5%	2.9%	4.1	0.0	1.6%	-19.8	3.8
C=CCn1c(SCC(=O)c2c(N)n(C)c(=O)n(C)c2=O)nnc1-c1ccccc1F	-2.6%	0.3%	2.3%	-3.7%	-0.9	-0.7	-6.0%	-1.2	-4.4
COc1ccc(-c2nnc(SCC(=O)Nc3ncc(C)s3)n2-c2ccccc2)cc1OC	2.4%	-2.6%	2.9%	-28.1%	-3.9	3.0	2.0%	1.2	-1.0
O=C(NC(=S)N1CCCCC1)C12CC3CC(CC(C3)C1)C2	-0.3%	0.3%	u	-4.7%	-1.7	3.6	-0.5%	0.1	0.3
Cc1cc(C)cc(N(CC(=O)Nc2ccccc2C(=O)N2CCOCC2)S(C)(=O)=O)c1	-1.0%	-1.2%	13.7%	12.1%	-1.8	3.3	-2.1%	2.1	3.7
COc1ccc(C2CC(=O)Oc3c(C(C)C)ccc(C)c32)cc1 (centres undefined)	9.9%	-8.8%	-6.5%	-10.1%	-0.7	5.9	2.3%	10.2	-16.9
Cn1c2ccccc2c(=O)c2cc(C#CC3(O)CCCCC3)ccc21	-4.9%	3.0%	1µM*	-1.2%	0.4	0.4	-3.7%	-1.8	-16.5
CCOC(=O)C1=C(C)N(CCO)C(=O)NC1c1cccc(O)c1 (centres undefined)	-16.4%	-2.9%	13.0%	-5.9%	-4.7	-10.7	1.7%	5.6	0.2
CCCC(=O)Nc1nnc(S(=O)(=O)N2CCCCCC2)s1	14.1%	-0.2%	1.8%&9.6%	2.3%&0.4%	1.3	-3.5	-9.8%	-2.8	-1.8&-5.6
CCOC(=O)C1(C)CCCN1C(=O)c1ccc(Cl)nc1 (centres undefined)	10.9%	2.3%	14.1%	1.7%	-0.2	20.2	-4.7%	-0.7	6.7

Structure	GLP1R ag	WRN inhibitor	GLP-1R inv ag	HEK293 tox	IL-2 act	DRD3 antagonist	PLK1 PBD block	PI5P4Ka inh	DRD3 agonist
COc1ccc(C)cc1NC(=O)C1CC1c1ccccc1 (centres undefined)	21.9%	0.6%	u	-4.8%	0.0	12.7	-9.6%	9.9	-8.2
Cc1nn(S(=O)(=O)c2cccc([N+](=O)[O-])c2)c(C)c1Br	10.3%	-5.7%	10.2%	5.2%	0.3	9.5	-7.2%	-7.1	2.7
COc1cccc(CC2(CO)CCCN(CC3=Cc4cc(Cl)ccc4OC3)C2)c1 (centres undefined)	3.9%	-3.4%	u	1.9%	6.7	3.3	-17.8%	32.0	-20.0
COc1ccccc1N(C)S(=O)(=O)c1ccc(C(=O)NC2=NCCS2)cc1	4.7%	11.3%	-18.8%	-11.5%	-2.7	u	0.3%	-6.9	2.9
COc1ccc(NC(=O)c2ccco2)c([N+](=O)[O-])c1	-0.9%	-0.6%	0.0%	-19.8%	-2.4	-0.7	2.8%	2.0	0.0
Cc1nc(CCNC(=O)CC2C(=O)NCCN2Cc2ccccc2F)sc1C (centres undefined)	1.9%	3.3%	6.5%	-5.1%	-2.5	1.9	-27.4%	1.8	7.7
O=C(Nc1ccc(CN2CCOCC2)cc1)c1cc(Br)ccc1Cl	5.6%	8.0%	-13.4%	3.4%	-0.1	-16.6	3.4%	-0.2	-14.4
COc1ccc(N=C2S/C(=C\c3ccco3)C(=O)N2CC(C)C)cc1	-4.4%	8.9%	0.3%	-6.1%	-0.6	-3.9	-5.7%	-12.3	-3.7
CC1(C)N(OCc2ccccc2)C(=O)C(=O)N(OCc2ccccc2)C1(C)C	-7.9%	0.9%	u	4.3%	-2.9	-19.8	-6.4%	x	-12.0
C/C(=N\NC(=O)C1CCCC1)c1ccc(NC(=O)C(F)(F)F)cc1	-4.1%	-1.1%	29.8%	3.6%	1.7	14.3	-1.0%	-3.5	9.4
CCOC(=O)C(C)N1C(=O)S/C(=C\c2ccc(-c3ccccc3C(=O)O)o2)C1=O (centres undefined)	-2.5%	25.1µM*	7.1%	61.3%[activator]	0.8	0.1	u	u	1.4
CCC(CC)C(=O)N1CCN(Cc2nc3ccccc3c(=O)[nH]2)CC1	0.0%	8.6%	11.7%	-14.0%	-0.7	-13.8	-10.4%	-2.2	4.2

Structure	GLP1R ag	WRN inhibitor	GLP-1R inv ag	HEK293 tox	IL-2 act	DRD3 antagonist	PLK1 PBD block	PI5P4Ka inh	DRD3 agonist
Cn1c(CNC(=O)c2ccccc2F)nnc1SCCOc1ccccc1	1.1%	-1.7%	1.4%	1.4%	-1.1	3.2	-5.6%	-9.7	6.9
CC(C)(CNc1ccc([N+](=O)[O-])cc1C#N)N1CCOCC1	7.4%	-1.7%	-22.7%[0.307 µM]	13.5%[0.307 µM]	0.1	-19.4	-18.1%	-2.3	-3.3
Cn1c(=O)c([N+](=O)[O-])c(NC2CCS(=O)(=O)C2)c2ccccc21 (centres undefined)	-0.7%	-9.5%	-6.8%	0.3%	-2.2	-10.2	0.5%	5.1	-0.2
O=C(COC(=O)c1cccnc1Cl)NCc1ccc(F)cc1	3.0%	1.2%	4.7%	3.3%	1.3	4.5	-6.8%	4.7	-4.8
CN(CCOc1ccccc1)C(=O)CCc1c[nH]c2ccccc12	11.3%	2.8%	u	0.3%	1.1	5.4	-9.0%	-6.5	-11.9
O=C(COC(=O)c1ccc(F)cc1Cl)NCc1ccco1	13.1%	-11.6%[11.6 µM]	20.3%	-0.6%	2.0	-21.3	-27.9%	-26.4	6.5
O=C(CSc1ccccc1)OCC(=O)N1CCN(C(=O)c2ccco2)CC1	-0.7%	3.8%	18.3%	3.7%	0.0	0.5	-11.6%	-7.8	-1.4
Cc1ccc(C)c(NC(=O)C(Sc2ncnc3ccccc23)c2ccccc2)c1 (centres undefined)	-9.5%	0.7%	13.6%	16.9%	-2.6	-25.7	-9.8%	5.2	-0.3
Cn1ncc(C#N)c1/N=C/N1CCOCC1	-9.0%	5.5%	11.1%	5.5%	-1.1	18.6	-6.9%	6.0	14.4
Cc1cc(C)nc(SCc2c(F)cccc2Cl)n1	16.6%	-32.8%	-24.4%	7.9%	-0.6	2.2	-9.5%	19.5	-0.2
